# Screening data (PubChem)
# TR SRC2 fluor cs: counter-screen for TRb-SRC2 inhibitors: fluorescence interference; TRb/SRC2 Texas Red total fluorescence interference; 0.29% of 280,000 active; Potency, µM (titrated, usually from 106 µM), for the others: at the top dose fluorescence change, negative = quenching; active = well fitted curve in either direction with a large enough effect; inconclusive = small, poorly fitted or top-dose-only effect; also: % is scaled to controls: 0 for no effect and ±100 for the full control effect
#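 Human TRb ligand-binding domain at 0.6 uM with 20 nM Texas Red SRC2 peptide in Tris buffer containing 1 uM T3 and 5% DMSO, incubated with compound 5 h at ambient temperature. Total fluorescence (555/632 nm) calculated as parallel + 2 × perpendicular.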
# HTT cytoprotect: protects HTT-Q103 PC12 cells, measured by ATP. AID 1471. Potency, µM (series often up to 56.4 µM), inactives show cytoprotection (ATP increase), most hits filed as activators. 0.14% of 230,000 active. PC12 HTT-Q103 induced, cytoprotection, ATP luminescence, 40 h;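 also: % of control where 0% means no effect; nearly all actives have a fitted effect of over 45% in size; toxic huntingtin expression switched on by the ecdysone agonist tebufenozide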
#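 Stable PC12 Q103-GFP cells in serum-supplemented, phenol red-free DMEM; induction by tebufenozide at 100 nM final; compound dose series; cell viability quantified luminescently from ATP.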
# L3MBTL1 block: inhibitors of human L3MBTL1 | Potency, µM (series often up to 57.1 µM), without a hit: at the highest dose activity, negative = inhibition, most hits filed as inhibitors | AlphaScreen L3MBTL1–H3K9me1 peptide binding | 0.66% of 230,000 active; also: % is scaled to controls: 0 for no effect and ±100 for the full control effect; nearly all actives have a fitted effect of over 60% in size
#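 AlphaScreen assay: L3MBTL1 (50 nM final) was preincubated 30 min at room temperature with biotinylated H3(1-15)K9me1 peptide (75 nM final), then 30 min with library compounds; streptavidin donor and nickel chelate acceptor beads (10 ug/mL final) added, 30 min dark.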
# Tau ThT inhib: blocks human tau fibril formation measured by thioflavin T; P10636; recombinant tau K18 P301L, heparin-induced fibrillization, ThT fluorescence; Potency, µM (series often up to 57.4 µM), for inactives: at the top dose activity, negative = inhibition, hits mostly inhibitors; 2.1% of 270,000 active; AID 1460; also: % is scaled to controls: 0 for no effect and ±100 for the full control effect; nearly all actives have a fitted effect of over 55% in size
#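 Aggregation was driven by heparin (20 uM final) acting on recombinant tau […] bearing P301L in 100 mM sodium acetate pH 7; fibrils were detected with Thioflavin T.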
# Tau fluor counter: counter-screen for tau fibril formation inhibitors; tau K18 P301L Alexa594 fluorescence, heparin fibrillization; Potency, µM (doses to about 57.7 µM), for inactives: at the top dose activity change, negative = decrease; 0.93% of 280,000 active; AID 1463; also: % is scaled to controls: 0 for no effect and ±100 for the full control effect; nearly all actives have a fitted effect of over 55% in size
#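 Human tau K18 P301L (15 uM unlabeled, 0.24 uM Alexa 594-labeled) in 100 mM sodium acetate pH 7 with 20 uM heparin, 6 hr at 37 C. ThT 30 uM added, 1 hr ambient; Alexa 594 FP and total fluorescence read at 555/632 nm.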
# Tau FP inhib: tau fibrillization inhibition (FP) | P10636 | K18 P301L tau heparin fibrillization, Alexa594 FP, 6 h | Potency, µM (top dose mostly 57.7 µM), without a hit: at the top dose activity, negative = inhibition, hits mostly inhibitors | 0.39% of 280,000 active | AID 1468; also: % is scaled to controls: 0 for no effect and ±100 for the full control effect; nearly all actives have a fitted effect of over 55% in size
#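 K18 P301L tau (15 uM unlabeled/0.24 uM Alexa 594-labeled, final) + compound + heparin 20 uM final; 100 mM NaOAc pH 7; 6 hr 37 C; ThT 30 uM final added, 1 hr RT; FP ex 555/em 632 nm.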
# TRb-SRC2 inh: disrupts binding of human TR beta to SRC2 | Potency, µM (doses to about 106 µM), for the others: at the highest dose activity change, negative = inhibition, most hits filed as inhibitors | TRbeta-SRC2 peptide binding, fluorescence polarization; receptor liganded with 1 µM T3 | 0.065% of 280,000 active | AID 1469;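 also: plate controls were bound peptide for no effect and peptide without receptor for full effect; nearly all actives have a fitted effect of over 50% in size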
# Target sequence (P10828 whole entry, looked up): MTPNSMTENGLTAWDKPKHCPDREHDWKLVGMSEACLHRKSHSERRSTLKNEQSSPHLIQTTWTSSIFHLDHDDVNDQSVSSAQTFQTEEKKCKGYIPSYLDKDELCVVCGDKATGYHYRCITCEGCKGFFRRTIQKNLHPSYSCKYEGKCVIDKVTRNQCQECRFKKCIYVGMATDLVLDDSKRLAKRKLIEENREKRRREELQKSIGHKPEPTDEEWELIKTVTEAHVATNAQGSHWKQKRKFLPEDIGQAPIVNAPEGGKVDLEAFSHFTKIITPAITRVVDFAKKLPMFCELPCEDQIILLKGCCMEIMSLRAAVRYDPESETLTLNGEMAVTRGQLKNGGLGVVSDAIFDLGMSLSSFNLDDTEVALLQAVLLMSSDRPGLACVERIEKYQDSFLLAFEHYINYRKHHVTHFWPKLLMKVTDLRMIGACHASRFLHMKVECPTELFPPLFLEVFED
#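 Human TRb LBD (0.6 uM) plus Texas Red-labeled SRC2 peptide (20 nM), 1uM T3, 5% DMSO, 5 hr at ambient temperature. Decreased polarization (555/632 nm) flags inhibition; data normalized to free and bound peptide controls.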
# RECQ1 inh: RECQ1 (human) helicase inhibition. P46063. RECQ1 DNA unwinding, red fluorescence kinetic read. Potency, µM (highest dose often 57.3 µM), without a hit: at the top dose activity, negative = inhibition, usual class: inhibitors. 0.54% of 240,000 active. AID 2549;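 also: plate controls were vehicle for no effect and no enzyme for full effect; nearly all actives have a fitted effect of over 30% in size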
# Target sequence (P46063 whole entry, looked up): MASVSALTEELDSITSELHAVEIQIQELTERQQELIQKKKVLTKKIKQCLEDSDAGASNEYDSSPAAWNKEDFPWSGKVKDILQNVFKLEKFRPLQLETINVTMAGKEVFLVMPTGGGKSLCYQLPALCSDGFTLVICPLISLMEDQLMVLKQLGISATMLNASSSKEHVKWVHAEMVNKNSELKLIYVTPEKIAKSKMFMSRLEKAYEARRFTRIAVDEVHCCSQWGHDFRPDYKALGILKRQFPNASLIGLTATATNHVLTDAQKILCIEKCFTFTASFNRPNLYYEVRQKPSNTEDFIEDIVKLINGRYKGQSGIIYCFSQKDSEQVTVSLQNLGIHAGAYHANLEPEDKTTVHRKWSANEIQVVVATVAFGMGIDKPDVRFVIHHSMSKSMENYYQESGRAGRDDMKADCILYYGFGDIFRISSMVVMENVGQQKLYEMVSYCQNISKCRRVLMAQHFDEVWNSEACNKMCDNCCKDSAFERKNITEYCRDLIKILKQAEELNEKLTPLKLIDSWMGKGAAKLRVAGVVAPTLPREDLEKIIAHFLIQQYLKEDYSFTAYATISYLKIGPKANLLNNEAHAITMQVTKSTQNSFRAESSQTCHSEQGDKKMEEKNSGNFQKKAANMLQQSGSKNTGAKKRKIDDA
#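 50 nM RECQ1T1 preincubated 15 min with compound in Tris pH 8.0 buffer with MgCl2, DTT, Tween-20 and 2.5 ug/ml poly(dI-dC); started with 200 nM TAMRA/BHQ-2 forked duplex and 2 mM ATP. Unwinding read as fluorescence (525/598 nm), two reads 2 h apart.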
# Numbers without * were called inactive; i = inactive; ? = inconclusive; nt = not tested or not shown; [ ] = dose if it differs, or a comment. Unless noted, calls follow the shape of the dose curve; as a rule, active = well fitted curve in the direction sought with a large enough effect; inconclusive = small, poorly fitted or top-dose-only effect, or another doubt; inactive = no such curve, though single readings can be large; an effect the other way counts as inactive or inconclusive. Potency is read from the fitted curve at half-maximal effect.
(1) Cc1ccc(C2=NN(S(C)(=O)=O)C(c3ccc4c(c3)OCO4)C2)cc1 (configuration not stated)
(2) CCOC(=O)c1nc(C)nc(Sc2n[nH]c(-c3ccccc3)n2)c1C
(3) COC(=O)[C@@]1(Cc2ccccc2)C=C[C@@H](C)N1C(C)=O
(4) COc1ccc(C)c(Cn2c(-c3nonc3N)nc3ccccc32)c1
(5) CCOc1cc(NC(=S)NC)c(OCC)cc1NC(=O)c1ccco1
(6) CC(=O)Nc1ccc(C(=O)OCC(=O)c2ccc(F)cc2)cc1
(7) Cc1nc2c(-c3ccc(F)cc3)c(C)nn2c(N2CCOCC2)c1C
(8) O=C(CSc1ccccc1)Nc1nccs1
assay / compound,1,2,3,4,5,6,7,8
TR SRC2 fluor cs,0%[53 µM],-4%,-6%,-3%,8%,-1%[53 µM],0%,0%
HTT cytoprotect,-18%[10 µM],-17%[10 µM],-33%[inhibitor],-83%[inhibitor],-11%[1.9 µM],6%[10 µM],3%[10 µM],1%[10 µM]
L3MBTL1 block,1%,6%,nt,1%,-2%,9%,10%,5%
Tau ThT inhib,5%,-10%,-7%,-2%,10%,-15%,-9%,3%
Tau fluor counter,3%,-13%,-17%,-17%,9%,4%,-25%,3%
Tau FP inhib,10%,0%,-6%,-4%,7%,-11%,16%,5%
TRb-SRC2 inh,-4%[53 µM],4%,-1%,0%,-9%,-7%[53 µM],8%,-1%
RECQ1 inh,0%,-5%,4%,-6%,1%,-4%,-5%,i

(9) CCC(CC)N1CCN(CCc2ccccc2)C(CCO)C1 (configuration not stated)
(10) Cc1cc(=O)[nH]c(N2CCN(Cc3ccccc3)CC2)n1
(11) O=C1NCN(c2ccccc2)C12CCN(c1nnnn1-c1ccccc1)CC2
(12) Cc1ccccc1CS(=O)(=O)c1cnc2ccccc2n1
(13) Cc1ccc(C(=O)c2cc([N+](=O)[O-])ccc2N2CCN(C)CC2)cc1
(14) O/N=C1\CCSc2ccc(F)cc21
(15) O=C(OCCNC(=O)c1ccc2ccccc2n1)c1ccc(F)cc1
(16) C=C(C)CCC1(C)NC(=O)N(c2ccccc2)N1 (configuration not stated)
assay / compound,9,10,11,12,13,14,15,16
TR SRC2 fluor cs,-2%,-3%,1%,-3%,0%,-2%,-1%,-2%
HTT cytoprotect,11%[10 µM],-10%[0.074 µM],13%,?,-71%[inhibitor],-9%[10 µM],5%,3%[10 µM]
L3MBTL1 block,16%,2%,nt,nt,-6%,9%,17%,-14%
Tau ThT inhib,7%,-4%,-17%,-20%,-1%,-11%,?,-5%
Tau fluor counter,16%,4%,-19%,-8%,-7%,-8%,-18%,3%
Tau FP inhib,1%,5%,-2%,0%,4%,-5%,9%,3%
TRb-SRC2 inh,5%,-2%,8%,-12%,-2%,-5%,0%,2%
RECQ1 inh,i,-1%,-13%,1%,-9%,-2%,9%,-10%

(17) C=CCn1c(C)c(C(C)=O)c(SC)nc1=S
(18) N[C@@H](CO)c1nnc([C@H](Cc2ccc(O)cc2)NC(=O)C2CCNCC2)o1
(19) COc1cccc(CNC(=O)CCn2c(=O)c3cccn3c3cccnc32)c1OC
(20) CC1CCN(C(=O)N2c3ccccc3Sc3ccccc32)CC1
(21) CC(NC(=O)COC(=O)c1cc(Cl)nc(Cl)c1)c1ccccc1 (configuration not stated)
(22) Fc1ccc(/C=C/c2nnc(-c3cccs3)o2)cc1
(23) Cc1csc(NC(=O)C2CCCCC2C(=O)O)n1 (configuration not stated)
(24) Cc1cc(C)c2c(n1)nn1c(NCCN3CCOCC3)cc(C)nc21
assay / compound,17,18,19,20,21,22,23,24
TR SRC2 fluor cs,1%,-1%,-1%,2%,-1%,1%,-1%,-7%
HTT cytoprotect,5%,10%[10 µM],nt,-3%,-31%,-11%[10 µM],0%,-5%
L3MBTL1 block,0%,17%,nt,nt,5%[11.4 µM],11%,3%,8%
Tau ThT inhib,-4%,-7%,2%,-22%,1%,-10%,-1%,-1%
Tau fluor counter,5%,-3%,4%,-23%,0%,-7%,4%,1%
Tau FP inhib,2%,-1%,4%,0%,1%,-6%,-2%,0%
TRb-SRC2 inh,5%,5%,10%,-1%,1%,-5%,-6%,-3%
RECQ1 inh,-17%,-4%,nt,-17%,-9%,-4%,-2%,i

(25) CCc1cccc(OCCN2CCCC2)c1
(26) O=C1CC2(CC(c3ccc(Cl)cc3)=NO2)C(=O)N1c1ccccc1 (configuration not stated)
(27) CCCN1CCC(=O)N([C@H](CSc2ccc(OC)cc2)Cc2ccccc2)CC1
(28) CCCn1nc(C(=O)Nc2ccc3nc(C)sc3c2)c2ccccc2c1=O
(29) N#Cc1nc(COc2cccc(Cl)c2)oc1NCCN1CCOCC1
(30) N#Cc1cc2c(nc1SCC(=O)Nc1nccs1)CCCCC2
(31) Cc1ccc(S(=O)(=O)Oc2ccc3c(c2)O/C(=C\c2cccnc2)C3=O)cc1
(32) O=C(c1cn(CC(=O)N2CCCC2)c2ccccc12)C1CCCCC1
assay / compound,25,26,27,28,29,30,31,32
TR SRC2 fluor cs,-1%[53 µM],-1%,-4%,-1%[53 µM],1%,-3%,-5%,1%
HTT cytoprotect,10%[10 µM],1%[10 µM],1%[10 µM],1%[10 µM],32%[10 µM],-36%[inhibitor],26%[10 µM],-10%
L3MBTL1 block,-7%,1%,nt,-6%,nt,6%[11.4 µM],nt,1%
Tau ThT inhib,13%,-3%,-4%,-9%,nt,?,-21%,-10%
Tau fluor counter,6%,-5%,7%,-8%,?,-8%,-9%,-4%
Tau FP inhib,-14%,-4%,-2%,2%,-1%,0%,-13%,6%
TRb-SRC2 inh,-1%[53 µM],-5%,2%,-1%[53 µM],5%,-5%,0%,-6%
RECQ1 inh,8%,-3%,i,-5%,-1%,-6%,i,-13%

# Some of these compounds in order of molar mass, low to high:
(25) CCc1cccc(OCCN2CCCC2)c1
(26) O=C1CC2(CC(c3ccc(Cl)cc3)=NO2)C(=O)N1c1ccccc1 (configuration not stated)
(30) N#Cc1cc2c(nc1SCC(=O)Nc1nccs1)CCCCC2
(29) N#Cc1nc(COc2cccc(Cl)c2)oc1NCCN1CCOCC1
(28) CCCn1nc(C(=O)Nc2ccc3nc(C)sc3c2)c2ccccc2c1=O
assay / compound,25,26,30,29,28
TR SRC2 fluor cs,-1%[53 µM],-1%,-3%,1%,-1%[53 µM]
HTT cytoprotect,10%[10 µM],1%[10 µM],-36%[inhibitor],32%[10 µM],1%[10 µM]
L3MBTL1 block,-7%,1%,6%[11.4 µM],nt,-6%
Tau ThT inhib,13%,-3%,?,nt,-9%
Tau fluor counter,6%,-5%,-8%,?,-8%
Tau FP inhib,-14%,-4%,0%,-1%,2%
TRb-SRC2 inh,-1%[53 µM],-5%,-5%,5%,-1%[53 µM]
RECQ1 inh,8%,-3%,-6%,-1%,-5%

# Remaining list, next part
(33) COc1cccc(N2C(=O)CC(N3CCc4ccccc4C3)C2=O)c1 (configuration not stated)
(34) CC(C)=CCN1CCN(Cc2nc(-c3ccc(F)cc3)cs2)CC1CCO (configuration not stated)
(35) Cc1ccc(C(=O)O/N=C/c2c(C(F)(F)F)nn(C)c2Sc2ccc(Cl)cc2)cc1
(36) CCc1ccccc1NC(=O)CSc1nc2c(oc3ccccc32)c(=O)n1C
(37) COc1ccc(-n2c(C)c([N+](=O)[O-])c3ccc(O)c(CN(C)C)c32)cc1
(38) CCSc1cc(C)nc2ncnn12
(39) COc1cc(C(=O)Nc2ccc3c(c2)OCO3)ccc1-n1cnnn1
(40) COc1ccccc1-c1nc2c(c(SCC(=O)Nc3ccccc3F)n1)Cc1c(CO)cnc(C)c1O2
assay / compound,33,34,35,36,37,38,39,40
TR SRC2 fluor cs,-3%,-1%,0%,-4%,-4%,-2%,0%,-2%
HTT cytoprotect,?,5%[10 µM],-3%,nt,26%,8%,9%[10 µM],nt
L3MBTL1 block,nt,-2%,nt,nt,8%,nt,-7%,nt
Tau ThT inhib,nt,-11%,-11%,-3%,8%,-11%,8%,0%
Tau fluor counter,6%,-12%,-21%,2%,5%,-3%,3%,-5%
Tau FP inhib,6%,0%,-5%,-10%,6%,-6%,0%,-15%
TRb-SRC2 inh,-6%,1%,3%,-5%,-7%,-2%,-3%,-3%
RECQ1 inh,-7%,-2%,i,nt,-13%,-2%,i,nt

# Values by screen from the entries so far:
# Nos. 33–40 in TR SRC2 fluor cs read -3%, -1%, 0%, -4%, -4%, -2%, 0%, -2%

# More structures follow.
(41) O=S(=O)(NCCc1csc2nc(-c3ccc(F)cc3)nn12)c1ccc(Oc2ccccc2)cc1
(42) Cc1nc(-n2nc(C)c(Cc3ccccc3Cl)c2C)sc1C(=O)N1CCCCC1C (configuration not stated)
(43) Cc1ccc(-c2cc(C(=O)Nc3c(C(=O)c4ccc(C)c(F)c4)oc4ccccc34)no2)cc1
(44) O=C(NC(=S)Nc1cccc([N+](=O)[O-])c1)c1ccccc1
(45) CN(CCc1ccccn1)C(=O)CC1C(=O)NCCN1Cc1ccccc1C(F)(F)F (configuration not stated)
(46) O=C(N1CCN(c2ccccc2F)CC1)C12CC3CC(CC(C3)C1)C2
(47) Cc1ccc(NC(=O)CN(C)Cc2nc3c(Br)cc(Br)cc3c(=O)[nH]2)cc1
(48) Cc1ccc(NC(=O)c2oc3ccccc3c2C)c([N+](=O)[O-])c1
(49) O=C(NCC1OCCc2ccccc21)c1ccc(NC(=O)c2cccc(Br)c2)cc1 (configuration not stated)
assay / compound,41,42,43,44,45,46,47,48,49
TR SRC2 fluor cs,1%,-4%,3%,-2%,-1%,0%,0%,-1%,-7%
HTT cytoprotect,nt,nt,nt,13%[10 µM],0%[10 µM],-17%[10 µM],nt,-20%,?
L3MBTL1 block,nt,nt,nt,-12%,-10%,16%,-4%,nt,10%
Tau ThT inhib,-1%,-10%,3%,?,-11%,10%,-11%,-6%,19%
Tau fluor counter,-15%,3%,-6%,-28%,-2%,2%,-26%,-10%,?
Tau FP inhib,?,15%,-11%,?,-9%,9%,-9%,5%,?
TRb-SRC2 inh,-2%,-9%,6%,4%,-5%,-4%,-2%,-8%,-2%
RECQ1 inh,nt,nt,nt,0%,-7%,3%,i,i,-1%

# A portion of the library; rates above refer to the full screens.
